# RAD52 inh – inhibitors of human RAD52 DNA annealing. inhibition, % at 18.7 µM. 360,000 compounds, 0.46% hits. P43351. recombinant RAD52 DNA annealing, FRET fluorescence;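 active = every replicate showing at least 50% inhibition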
# Target sequence (P43351 whole entry, looked up): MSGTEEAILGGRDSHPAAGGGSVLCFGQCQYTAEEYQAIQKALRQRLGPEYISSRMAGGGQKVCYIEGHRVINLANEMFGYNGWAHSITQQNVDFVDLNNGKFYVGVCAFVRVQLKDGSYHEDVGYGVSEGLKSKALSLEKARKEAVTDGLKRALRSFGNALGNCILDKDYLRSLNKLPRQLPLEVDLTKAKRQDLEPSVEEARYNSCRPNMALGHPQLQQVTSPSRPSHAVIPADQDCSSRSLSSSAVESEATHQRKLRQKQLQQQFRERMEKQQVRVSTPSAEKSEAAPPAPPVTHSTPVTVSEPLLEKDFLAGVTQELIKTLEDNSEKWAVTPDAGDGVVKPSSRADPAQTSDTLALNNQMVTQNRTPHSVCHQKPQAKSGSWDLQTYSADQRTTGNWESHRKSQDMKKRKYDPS
# ARNT TACC3 PPI – disrupts binding between human ARNT and TACC3; Q9Y6A5; AlphaScreen His-ARNT PAS-B/GST-TACC3 binding, luminescence; TACC3 fragment carries E629A point mutation; inhibition, % at 9.99 µM; 390,000 compounds, 0.66% hits; AID 623870;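 active = mean inhibition of replicates at least 50% and at least half of replicates each reaching 50%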;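 also: 0% = complete ARNT plus TACC3 wells and 100% = ARNT alone without TACC3; many hits fall short of the cut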
# E-selectin induc – E-selectin induction on HUVECs; HUVEC E-selectin immunofluorescence imaging; normalized: neutral wells 0, TNF-alpha wells 100; P16581; activation, % at 7.58 µM; AID 686992; 260,000 compounds, 0.37% hits;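 active = mean E-selectin-positive cell signal at least 10% of the positive control, reached in at least 60% of replicates, without over 20% cell loss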;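 also: in these data hits start at about 27%; measured in HUVEC primary endothelial cells; signal is the percent of cells scored E-selectin positive by PE staining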
# Target sequence (P16581 whole entry, looked up): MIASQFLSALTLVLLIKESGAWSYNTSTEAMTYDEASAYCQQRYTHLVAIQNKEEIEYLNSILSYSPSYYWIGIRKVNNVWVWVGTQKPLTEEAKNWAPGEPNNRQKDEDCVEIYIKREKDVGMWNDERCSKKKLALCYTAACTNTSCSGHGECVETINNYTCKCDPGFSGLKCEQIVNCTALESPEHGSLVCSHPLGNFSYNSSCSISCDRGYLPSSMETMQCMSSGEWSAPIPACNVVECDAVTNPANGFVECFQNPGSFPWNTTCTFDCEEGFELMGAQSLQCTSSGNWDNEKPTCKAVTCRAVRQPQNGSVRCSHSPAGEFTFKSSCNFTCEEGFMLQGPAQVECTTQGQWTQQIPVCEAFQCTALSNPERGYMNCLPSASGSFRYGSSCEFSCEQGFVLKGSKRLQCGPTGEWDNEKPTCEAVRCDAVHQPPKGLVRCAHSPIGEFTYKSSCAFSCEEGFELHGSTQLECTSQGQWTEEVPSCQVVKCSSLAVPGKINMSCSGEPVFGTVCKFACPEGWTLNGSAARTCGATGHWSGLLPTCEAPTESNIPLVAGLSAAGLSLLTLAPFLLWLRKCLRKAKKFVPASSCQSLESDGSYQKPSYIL
#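 Assay system: HUVEC, human umbilical vein endothelial cells / Amount: 3,000 HUVEC/well / Controls: TNF-alpha positive control, DMSO neutral control / Compound dosing: single concentration / Medium: EGM-2 over gelatin coat / Evaluation: percent E-selectin-positive cells / Signal: immunofluorescence imaging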
# PglD DTNB – inhibitors of Campylobacter jejuni PglD acetyltransferase. inhibition, % at 12.5 µM. purified PglD enzyme, DTNB colorimetric CoA detection. 360,000 compounds, 0.098% hits. AID 602405; in the data active = inhibition above about 16%, passing the limit was not always enough; also: strong numbers were not always called active
# RAD54 inh – blocks human RAD54 Holliday junction branch migration; AID 602329; inhibition, % at 10.4 µM; FAM/BHQ fluorescence; 360,000 compounds, 0.14% hits; Q92698;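 active = mean normalized replicate activity at least 40 and at least half of replicates scoring 40 or more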;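 also: 0% = median of neutral control wells and 100% = median of positive control wells; inhibitors cause a drop in the FAM fluorescence signal; in these data hits start at about 50%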
# esBAF inh – inhibitors of esBAF chromatin remodeling in mouse ES cells; reporter increase, % at 12.5 µM; 350,000 compounds, 2% hits; Bmi1-luciferase knock-in reporter, 24 h; 100% = twice the neutral-well signal; in the data active = activation above about 40%;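 also: 0% = median of the plate's neutral control wells and 100% = double that signal; a rise in the Bmi1 reporter signal indicates esBAF inhibition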
# Casp6 inh – inhibitors of human caspase-6; P55212; purified caspase-6, Z-VEID-R110 cleavage fluorescence; inhibition, % at 12.5 µM; 350,000 compounds, 0.53% hits; AID 686996;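 active = mean inhibition across replicates at least about 35%, with every replicate also reaching that limit, limit read from the data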;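 also: 0% = median of neutral control wells and 100% = no fluorescence left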
# ERp5 inh – inhibitors of human ERp5 | ERp5 insulin aggregation, absorbance 650 nm, 90 min | inhibition, % at 9.99 µM | 350,000 compounds, 0.05% hits;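 active = mean replicate inhibition above about 25%, with every replicate also reaching it, limit read from the data, passing the limit was not always enough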
# Starred values were filed as active, the others as inactive; / = not tested or not shown; & = joins results of further samples.
SMILES,RAD52 inh,ARNT TACC3 PPI,E-selectin induc,PglD DTNB,RAD54 inh,esBAF inh,Casp6 inh,ERp5 inh
O=C1C=CN2CCCCC2CC1 (stereo not given),-43.6,-0.6,/,-0.9,-11.9,-28.1,-9.9,3.2
COc1cccc(NC(=O)CSc2nc3ccsc3c(=O)n2-c2ccc(C(=O)O)cc2)c1,-3.4,0.5,0.0,/,/,/,1.0,-10.9
O=C(COC(=O)CCSc1ccc(Cl)cc1)NCc1ccco1,-17.9,-10.7,/,1.1,11.1,-2.2,3.9,-0.1
CC(C)Cn1c(N)c(C(=O)CSc2ccc3c(c2)OCCO3)c(=O)n(C)c1=O,/,0.4,/,3.5,2.0,-27.6,/,/
Cc1ccc(-n2c(SCC(=O)Nc3ccc(N4CCOCC4)cc3)nc3ccccc3c2=O)cc1,-15.3,-6.9,2.6,/,/,/,-1.2,6.1
COc1cc(OC)c2c(-c3ccccc3)cc(=O)oc2c1C(CCN1CCCCC1)c1ccc2c(c1)OCO2 (stereo not given),32.4,25.7,0.1,-3.2,0.0,-12.5,9.9,-2.4
CC(C)OC(=O)/C(=C/c1ccco1)c1ccccc1,-13.2,-1.3,0.1,0.9,-1.6,/,0.8,1.8
C[C@H]1CN([C@@H](C)CO)C(=O)c2cc(NS(=O)(=O)c3ccc(F)cc3)ccc2O[C@H]1CN(C)C,-10.2,-11.4,0.0,-3.7,9.7,-1.5,-1.5,5.6
Cn1c(=O)c(=O)n(C)c2cc(S(=O)(=O)N3CCOCC3)ccc21,1.1,-1.2,/,-2.1,-5.8,6.6,1.8,1.8
C[C@H](CO)N1C[C@H](C)[C@H](CN(C)C(=O)Nc2ccccc2)Oc2cc(-c3cccc(C(=O)N(C)C)c3)ccc2S1(=O)=O,1.8,-0.8,-0.2,1.5,3.0,5.2,-0.7,-2.3
COc1ccc(Cl)cc1C(=O)NNC(=O)CSc1nnc2ccccn12,-0.4,-2.3,0.2,-165.2,-5.0,-14.4,-2.4,-0.4
CCOC(=O)N1CCN(S(=O)(=O)CCNC(=O)c2ccc(OC)cc2)CC1,-9.4,-4.3,/,1.7,5.5,9.4,-0.4,-3.4
CCOC(=O)c1c(C)n(C)c2c(C)cc(O)c(OC(C)=O)c12,/,-4.8,/,-2.7,-0.6,-0.5,/,/
COc1cccc(CNc2nc3nc(C)cc(=O)n3[nH]2)c1,/,-38.9,/,4.4,-5.1,-1.4,/,/
C[C@H]1CN([C@@H](C)CO)C(=O)c2cc(-c3cncnc3)cnc2O[C@@H]1CN(C)Cc1ccncc1,10.7,-2.2,0.1,1.6,3.2,4.8,1.3,-1.3
COc1ccc(S(=O)(=O)N2CCN(CC(=O)Nc3ccccc3Cl)CC2)cc1,-8.6,1.2,-3.7,1.2,5.1,-6.9,-0.1,-0.8
CCOC(=O)c1sc(NC(=O)c2ccccc2)cc1C,/,20.5,/,-0.2,0.8,57.3*,/,/
COCCNC(=O)CSc1nc2ccccc2c(=O)n1CCC(=O)NCCc1ccc(OC)c(OC)c1,-12.7,4.7,0.5,-8.3,0.6,-3.0,0.4,2.8
N#Cc1ccsc1NC(=O)CN1C(=O)NC2(CCCC2)C1=O,-189.4,3.6,-1.0,-2.2,-18.8,45.4*,23.0,1.4
O=C(NCCCSc1ccccc1)c1cc(Br)ccc1O,-6.2,-4.9,-0.2,1.8,-13.6,/,-1.3,0.9
COC(=O)[C@]1(Cc2ccccc2)N[C@H](c2ccc(-c3cccc(Cl)c3)c(OC)c2)[C@@H]2C(=O)N(C)C(=O)[C@@H]21,-13.2,-2.1,0.7,4.1,-9.9,-14.4,3.4,-2.5
CCC1(C)NC(=O)N(CC(=O)Nc2sc3c(c2C(=O)OC)CCCCC3)C1=O (stereo not given),-0.2,5.8,1.6,/,/,/,1.8,1.1
COC(=O)N(C)C[C@H]1OCc2cnnn2CCCC(=O)N([C@@H](C)CO)C[C@@H]1C,-2.2&4.5,-5.4,0.8&-0.1,-0.2&-0.1,-3.6&6.6,-0.5&-6.3,-0.5&1.0,-4.4&-0.2
O=C(C[C@@H]1C[C@H]2c3cc(NC(=O)CC4CC4)ccc3O[C@H]2[C@@H](CO)O1)NCCc1ccccc1,1.8,-4.8,-0.3,-1.3,-9.2,-0.9,0.3,-1.3
COc1ccc(CN2CCN(Cc3cccc4nonc34)CC2CCO)c(C)c1C (stereo not given),-4.9,-2.3,/,/,/,/,-2.2,3.1
NC(=O)c1ccccc1NC(=O)CS(=O)(=O)Cc1ccccc1,/,-8.3,/,2.1,-0.1,-7.6,/,/
C[C@@H]1CN([C@H](C)CO)S(=O)(=O)c2ccc(C#Cc3ccncc3)cc2O[C@@H]1CN(C)C(=O)C1CCCCC1,12.0,11.3,0.9,-1.2,-4.7,-0.1,-1.4,-1.5
Cc1nn(C)c(C(=O)NNC(=S)NC2CCCCC2)c1Br,-18.1,8.4,/,/,/,/,6.2,5.8
Cc1ccc(OCCC(=O)Nc2ccc(F)c(F)c2)cc1,0.0,-3.2,0.2,-4.3,8.9,7.0,0.1,1.8
COc1ccc(NC(=O)Nc2ccc3c(c2)C(=O)N([C@@H](C)CO)C[C@@H](C)[C@@H](CN(C)C)OCCCC[C@H](C)O3)cc1,-11.2,1.7,0.2,2.3,-4.2,0.9,-0.2,1.2
CCC(=O)N1[C@@H]2c3ccc(-c4ccccc4F)c(=O)n3C[C@@H]2[C@@H](CO)[C@@H]1C(=O)OC,-21.1,-14.4,-0.4,1.5,8.7,-0.8,-2.8,-3.5
COC(=O)c1cc(C(=O)OC)[nH]n1,-1.9,-2.6,/,/,/,/,-1.0,-8.2
COc1ccc(/C=C(/NC(=O)c2ccccc2)c2nc3ccccc3[nH]2)cc1OC,/,2.3,/,0.7,-3.5,2.3,/,/
O=C(Nc1ccc(N2CCOCC2)cc1N1CCOCC1)c1ccccc1,-4.4,0.3,/,-1.5,-2.8,-7.2,1.0,10.8
CCNC(=O)CN(c1ccc(Br)c(C)c1)S(C)(=O)=O,-14.0,3.8,/,/,/,/,3.2,6.9
CC(c1ccccc1)N1CC(C(=O)N2CCN(c3ccc(F)cc3)CC2)CC1=O (stereo not given),/,-3.9,/,-7.2,-11.5,2.7,/,/

# Single records (already shown). Order of values: RAD52 inh, ARNT TACC3 PPI, E-selectin induc, PglD DTNB, RAD54 inh, esBAF inh, Casp6 inh, ERp5 inh
# Listed for NC(=O)c1ccccc1NC(=O)CS(=O)(=O)Cc1ccccc1 : /, -8.3, /, 2.1, -0.1, -7.6, /, /
# Listed for Cc1ccc(OCCC(=O)Nc2ccc(F)c(F)c2)cc1 : 0.0, -3.2, 0.2, -4.3, 8.9, 7.0, 0.1, 1.8
# Listed for O=C(Nc1ccc(N2CCOCC2)cc1N1CCOCC1)c1ccccc1 : -4.4, 0.3, /, -1.5, -2.8, -7.2, 1.0, 10.8
# Listed for COc1ccc(CN2CCN(Cc3cccc4nonc34)CC2CCO)c(C)c1C (stereo not given) : -4.9, -2.3, /, /, /, /, -2.2, 3.1

# More entries.
SMILES,RAD52 inh,ARNT TACC3 PPI,E-selectin induc,PglD DTNB,RAD54 inh,esBAF inh,Casp6 inh,ERp5 inh
C[C@H](CO)N1C[C@H](C)[C@H](CN(C)C(=O)C2CCOCC2)Oc2ncc(C#CC(C)(C)O)cc2C1=O,9.3,-2.1,0.1,-3.3,-2.0,-0.2,-1.8,9.1
CCOC(=O)CSc1nnc(CNC(=O)c2ccc(S(=O)(=O)N3CCOCC3)cc2)n1C,-5.5,-0.1,-4.0,/,/,/,-0.3,3.9
NNC(=O)[C@@H]1C[C@@H]1c1ccccc1,-20.7,4.2,/,/,/,-15.3,-5.9,1.7
C/[N+]([O-])=C\c1coc2ccccc2c1=O,/,13.6,/,-8.0,5.9,-0.6,/,/
COc1ccc(CN2C[C@@H](O)COC[C@H]3O[C@H](CC(=O)NCc4ccncn4)CC[C@@H]32)cc1,-14.8,7.7,0.0,12.2,0.6,-0.3,-2.3,-2.5
Cc1ccc(S(=O)(=O)N2CCN(C(=O)COC(=O)CCOc3ccccc3C)CC2)cc1,-6.6,-2.1,-2.3,-4.6,-9.9,/,5.3,-1.5
Cc1cccc(N2C(=O)CC(SC(N)=Nc3ccccc3)C2=O)c1 (stereo not given),-8.1,-5.6,5.1,/,/,/,0.3,7.6
COc1ccc(NS(=O)(=O)c2cccc(C(=O)NNC(=O)c3cccc(NC(C)=O)c3)c2)cc1,-9.8,-1.1,1.1,-0.6,0.3,-0.2,-0.8,-2.4
CNC(=O)c1c(O)c2cccc3c2n(c1=O)CCC3,-9.5,4.4,/,-0.5,11.5,-1.4,-1.7,5.0
c1ccc(N2CCN(c3nc(NCc4ccco4)c4ccccc4n3)CC2)cc1,/,5.6,/,-12.3,7.6,-17.4,/,/
C/C=C/c1cnc2c(c1)C(=O)N([C@@H](C)CO)C[C@H](C)[C@H](CN(C)Cc1cccc(C(=O)O)c1)O2,2.8,0.4,-0.4,2.2,6.4,-0.2,2.3,-3.6
CC(=O)N(C(C)=O)N1C(=O)C2C3c4ccccc4C(c4ccccc43)C2C1=O (stereo not given),8.9,-3.5,-0.8,/,/,/,-4.6,-1.0
O=c1c2ccccc2[nH]c(=S)n1CC1CCCO1 (stereo not given),/,-9.2,/,-5.9,6.5,3.9,/,/
OCCCNCc1ccc(N(c2ccccc2)c2ccccc2)cc1,38.2,9.2,/,-7.0,7.6,-12.7,-14.3,0.4
COc1ccccc1/C=C/C(=O)OCCN1CCOCC1,/,-1.1,/,-1.8,-0.4,3.5,/,/
COc1ccc(C(C(=O)NC(C)(C)C)N(C(=O)CCC(=O)Nc2cc(C)on2)c2cc(C)cc(C)c2)cc1 (stereo not given),-10.1,-3.7,0.0,-0.3,2.8,6.4,1.8,-4.3
Cc1oc2cc3oc(=O)c(CC(=O)O)c(C)c3cc2c1-c1ccccc1,-15.6,-1.9,-0.2,1.1,-6.9,5.5,1.8,0.6
Cc1ccc(CS(=O)(=O)c2nsc(C)c2C#N)cc1,-3.5,-11.9,/,/,/,/,-8.4,-0.5
COc1ccc(NC(=O)N(C)C[C@@H]2Oc3ccc(N(C)C)cc3C(=O)N([C@H](C)CO)C[C@H]2C)cc1,15.6,4.3,-0.1,-6.0,-3.0,-7.2,-11.4,0.2
COc1ccc(Oc2c(C)nc(SCC(=O)c3ccc(Cl)cc3)[nH]c2=O)cc1,-3.8,-4.5,0.0,0.7,-8.0,/,-2.8,3.8
CN(C)C(=O)CCc1ccc2c3c([nH]c2c1)[C@]1(CCc2ccccc2)[C@@H](C(=O)N2CCCCC2)C[C@H](CC(=O)NCc2ccco2)C(=O)N1CC3,-14.6,3.8,-0.1,-0.1,-16.8,5.9,3.1,-4.5
C[C@H]1CN([C@@H](C)CO)C(=O)c2cc(NC(=O)NC3CCCCC3)ccc2O[C@@H]1CN(C)S(=O)(=O)c1cccs1,30.4,-4.5,-2.2,2.1,0.4,5.5,2.3,-3.1
CN1C(=O)c2cc(NC(=O)Cc3ccccc3)ccc2OC[C@@H]2O[C@@H](CC(=O)NC3CCC3)CC[C@H]21,1.4,-5.7,0.0,1.7,-4.0,-5.1,0.4,5.5
Fc1ccc(C2c3cccn3CCN2C(=S)Nc2cccc(Br)c2)cc1 (stereo not given),-13.0,0.5,0.1,-0.9,5.4,0.3,2.4,2.5
CCOc1ccccc1C(=O)OCC(=O)Nc1ccc(N2CCCCC2)cc1,/,30.6,/,6.3,0.1,1.0,/,/
CCCCCC(=O)Nc1ccc(-c2cn3cccnc3n2)cc1,-4.6,-1.2,1.9,3.4,-11.6,4.2,5.3,4.8
COc1ccccc1NC(=O)CN(Cc1ccco1)C(=O)c1ccc(-n2nc(C)cc2C)cc1,/,-12.2,/,10.7,-3.0,-7.3,/,/
CC/C(=N\NC(=O)c1cc(C)nc2ccccc12)c1ccc(C)s1,-9.1,-2.4,/,/,/,/,0.6,0.8

# Compound activity: PubChem, Broad Institute
